From PubChem
FBW7 act = activators of human E3 ligase FBW7. Q969H0. AlphaScreen FBW7–phospho-cyclin E peptide binding, activator screen. normalized activity (activation), % at 26.1 µM. hit rate 0.13% among 650,000. AID 1259310; in the data active = normalized activity above about 1.9%;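 note: purified mutant Fbw7 with reduced substrate affinity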
GPR151 activ = activates the human receptor GPR151; hit rate 1% among 650,000; activation, % at 11.2 µM; PathHunter beta-arrestin GPR151 cells, luminescence; in the data active = activation above about 4.9%;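 note: 0% = median of compound wells and 100% = cells with positive control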
Target sequence (Q8TDV0 whole entry, looked up): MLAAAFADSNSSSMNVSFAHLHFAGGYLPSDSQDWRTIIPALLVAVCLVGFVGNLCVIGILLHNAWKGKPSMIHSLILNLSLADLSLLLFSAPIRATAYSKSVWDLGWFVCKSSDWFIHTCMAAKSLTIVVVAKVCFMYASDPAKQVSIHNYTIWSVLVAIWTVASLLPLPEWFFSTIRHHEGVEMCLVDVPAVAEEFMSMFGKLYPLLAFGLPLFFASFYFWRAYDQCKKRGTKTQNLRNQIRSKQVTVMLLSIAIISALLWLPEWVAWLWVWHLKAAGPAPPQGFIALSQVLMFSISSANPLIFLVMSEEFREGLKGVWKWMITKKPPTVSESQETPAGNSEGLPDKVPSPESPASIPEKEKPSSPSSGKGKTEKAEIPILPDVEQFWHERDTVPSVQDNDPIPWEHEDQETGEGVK
TEAD-YAP inh = TEAD-YAP interaction inhibition; HEK-TIYL cells, TEAD-Gal4/YAP UAS-luciferase luminescence; inhibition, % at 9.12 µM; hit rate 1.4% among 640,000; in the data active = inhibition above about 32%;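 note: 0% = median of test compound wells and 100% = reference inhibitor wells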
MITF primary = human MITF inhibition, primary screen; AID 1259374; AlphaScreen MITF homodimerization, bead proximity signal; O75030; hit rate 0.91% among 650,000; inhibition, % at 2.6 µM; in the data active = inhibition above about 50%;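 note: 0% = vehicle wells with protein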
Target sequence (O75030 whole entry, looked up): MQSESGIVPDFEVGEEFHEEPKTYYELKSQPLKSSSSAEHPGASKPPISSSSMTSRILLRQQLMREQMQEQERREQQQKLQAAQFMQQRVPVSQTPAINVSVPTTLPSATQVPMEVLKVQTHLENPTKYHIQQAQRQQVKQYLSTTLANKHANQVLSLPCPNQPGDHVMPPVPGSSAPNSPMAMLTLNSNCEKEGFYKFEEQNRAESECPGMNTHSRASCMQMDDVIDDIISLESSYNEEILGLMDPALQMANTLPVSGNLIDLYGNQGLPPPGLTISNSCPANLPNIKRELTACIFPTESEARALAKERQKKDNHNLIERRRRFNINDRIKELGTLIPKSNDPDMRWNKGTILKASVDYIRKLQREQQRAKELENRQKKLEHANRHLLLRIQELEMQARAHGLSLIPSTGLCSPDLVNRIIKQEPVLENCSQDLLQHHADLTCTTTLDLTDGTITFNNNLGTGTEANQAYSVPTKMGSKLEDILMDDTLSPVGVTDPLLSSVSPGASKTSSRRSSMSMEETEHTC
Numbers without * were called inactive; / = not tested or not shown. The order is random; overall some 3.5% were active at least once.

SMILES | FBW7 act | GPR151 activ | TEAD-YAP inh | MITF primary
O=C(N/N=C/c1ccccc1F)c1cccc(NC(=O)c2cccc([N+](=O)[O-])c2)c1 | 0.6 | -0.8 | -17 | -1
COc1cc(OC)cc(C(=O)NNC(=O)c2ccccc2Br)c1 | 0.1 | -0.6 | -10 | 1
CCOc1ccc(/C=C(\NC(=O)c2ccccc2)C(=O)NCc2ccccc2)c2ccccc12 | 0.0 | -1.3 | -5 | -4
COc1cc(-c2cn[nH]c2)ccc1C(=O)NCCc1cccs1 | 0.0 | 0.5 | -56 | 14
CC(=O)c1cccc(-c2nccc(NCCN(C(C)C)C(C)C)n2)c1 | 0.0 | 2.7 | -21 | -1
CCC(=O)N1CCC2(CC1)c1ccccc1[C@@H](NC(=O)c1ccccc1OC)[C@@H]2OC | -0.1 | 2.6 | -2 | 11
COC(=O)c1ccc(OCc2ccc(OC)c([N+](=O)[O-])c2)cc1 | 0.0 | 0.0 | -2 | 17
Cn1c(-c2ccc(Cl)cc2)cnc1SCC(=O)Nc1ccccc1 | 0.1 | 2.5 | -2 | 8
O=S(=O)(c1ccc(NC(=S)NN=C(C2CC2)C2CC2)cc1)N1CCOCC1 | 0.2 | 1.4 | 4 | 13
Cc1c(CN2CCC3(CC2)CC3C(=O)N2CCN(C/C=C/c3ccccc3)CC2)cnn1C (stereo unspecified) | -0.2 | -0.4 | 5 | -14
CCOc1ccccc1NC(=O)c1cc(S(=O)(=O)NCc2ccccc2Cl)ccc1F | -0.1 | -1.4 | 7 | 14
N#Cc1c(NC(=O)C2CC(Cl)=CCC2C(=O)O)sc2c1CCCCC2 (stereo unspecified) | 0.0 | 0.5 | -2 | 7
CCc1ccc(/C=N\NC(=O)C2CC(=O)N(c3ccc(OC)cc3)C2)cc1 (stereo unspecified) | -0.1 | 1.3 | 47* | -16
CC(=O)Nc1ccc(Nc2nc(-c3csc4ccccc34)nc3c2ncn3-c2ccccc2)cc1 | -0.1 | 3.2 | 0 | 9
Cc1oc(C(=O)Nc2cc(F)ccc2F)cc1S(=O)(=O)N(C)C | -0.1 | -0.8 | -61 | 1
COc1ccc(C2C3=C(Nc4ncnn42)c2ccccc2OC3c2ccccc2)cc1 (stereo unspecified) | -0.1 | -0.4 | -2 | 0
Cc1sc2ncnc(-n3cnc4ccccc43)c2c1C | -0.2 | 0.3 | -4 | -3
CCC(C)NC(=O)c1ccc(CNS(=O)(=O)c2ccc(OC)cc2)cc1 (stereo unspecified) | 0.5 | -0.4 | -7 | -15
Cc1ccc(NC(=O)c2[nH]cnc2C(=O)NN)cc1 | -0.2 | -0.3 | 2 | 20
Cc1cc(N2CCN(C)CC2)nc2ccc(NC(=S)NCCCOC(C)C)cc12 | -0.1 | 0.0 | -7 | -9
Nc1ccc(NC(=O)C2(c3ccccc3)CCCC2)cc1 | -0.1 | 0.3 | 1 | 8
Cc1cc(C)cc(NC(=S)N2CCN(C)CC2)c1 | 0.0 | 0.0 | 4 | 5
CC1(C(=O)N(CCc2ccccc2)CC(=O)NC2CCCC2)CC(=O)N=C2C=CC=CN21 (stereo unspecified) | -0.1 | -0.4 | -1 | -7
CC1(C)CC(=O)C(C=NCCN2CCN(CC(=O)Nc3ccc(F)cc3)CC2)=C(O)C1 | 0.0 | -1.2 | 4 | 2
O=C(NCC1CCCN(Cc2nc3c(s2)CCCC3)C1)c1n[nH]c2ccccc12 (stereo unspecified) | 0.0 | 0.5 | 2 | -6
COc1cc2nc(-c3ccccc3)nc(NCc3cccnc3)c2cc1OC | 0.2 | 0.7 | -1 | -4
COc1cccc(CN2CCc3c(C(=O)N4CCCC4)c(OC)cc(=O)n3CC2)c1 | -0.1 | 1.9 | 2 | 8
COc1ccc(/C=N/N2CCN(C)CC2)c(OC)c1OC | 0.1 | -0.2 | 4 | 12
Cc1nn(CC(=O)NCCCN2CCCCCC2)c(=O)c2cccn12 | 0.0 | 3.9 | 0 | 7
Fc1ccccc1CN1CCC(N2CCN(c3ccccc3)CC2)CC1 | -0.2 | -0.8 | -4 | 53*
Cc1cc(NC(=O)c2ccc(Cl)cc2[N+](=O)[O-])no1 | 0.5 | 2.5 | -19 | 6
C=CCN1C(=O)SC(CC(=O)O)C1=O (stereo unspecified) | 0.0 | -1.4 | -5 | 1
CCc1ccccc1NC(=O)c1cccc(S(=O)(=O)N2CCOCC2)c1 | 0.0 | -1.1 | 2 | -5
CCOC(=O)c1[nH]c(C)c(CN(C(C)=O)c2ccc(OCC)cc2)c1C | 0.1 | 2.2 | 52* | -1
COc1ccc(-n2c(=S)[nH]c3cc(C(=O)Nc4ccc(C)c(F)c4)ccc3c2=O)c(OC)c1 | 0.0 | 1.2 | 16 | 27
CCOC(CNC(=O)c1c[nH]c2ccc(S(=O)(=O)N(CC)c3ccc(F)cc3)cc2c1=O)OCC | -0.1 | 1.6 | 11 | -11
Cc1ccc(N)cc1S(=O)(=O)N(C)C | 0.3 | -0.6 | 2 | 5
Cc1ccc(CNS(=O)(=O)c2cccc3nsnc23)o1 | -0.1 | -0.2 | 7 | -2
COc1cc(/C=C/c2ccc3cccc(OC(C)=O)c3n2)c(Br)cc1OC(C)=O | 0.0 | -0.3 | 0 | 23
Cc1ccc(COc2ccc(C#N)cc2)cc1 | -0.1 | -0.7 | -36 | -8
NC1(C(=O)O)CCc2cc(P(=O)(O)O)ccc21 (stereo unspecified) | -0.1 | -1.3 | / | -3
N#Cc1ccc(C(=O)OCCN2CCCC2=O)cc1 (tested in a mixture with another compound) | 0.0 | -0.9 | 1 | 4
NC(=O)COc1ccc(Br)cc1CNCCCN1CCOCC1 | -0.2 | -0.6 | 9 | -19
COc1cccc(/C=c2\sc3nc4ccccc4n3c2=O)c1OC | 0.0 | -1.0 | 10 | -15
C=CCN(c1ccccc1)S(=O)(=O)c1ccc(F)c(C(=O)Nc2ccc(OC)cc2)c1 | -0.1 | 0.0 | 4 | -4
O=C1Nc2c(Cl)cc(Cl)cc2/C1=N\N=C\c1ccc(O)c(O)c1O | 0.1 | -0.4 | -9 | 80*
CCCNc1nc(NCC)nc2c1ncn2Cc1ccc(C(F)(F)F)cc1 | 0.0 | -1.3 | 4 | 19
Cc1ccc(N2C3=C(C(=O)CC(C)(C)C3)C(c3ccc(Cl)c([N+](=O)[O-])c3)C3=C2CC(C)(C)CC3=O)cc1C | 0.0 | -2.1 | -3 | -13
COc1ccc(S(=O)(=O)N(Cc2cccnc2)Cc2cc3cccc(C)c3[nH]c2=O)cc1 | -0.1 | -0.9 | 6 | 3
COCC(C)n1c(C)cc(C(=O)COC(=O)c2ccc(SC)cc2OC)c1C (stereo unspecified) | 0.1 | 0.6 | -8 | -5
C/C(=N\NC(=O)c1ccc(O)cc1)c1ccc(Br)cc1 | 0.0 | -0.2 | -31 | -4
N/C(=N\OCc1ccc(Cl)c(Cl)c1)c1nonc1N | 0.6 | -1.0 | -41 | 18
Clc1ccc(NCc2ccc3c(c2)OCO3)nn1 | 0.7 | 0.2 | -20 | 10
Cc1nnc2c(NCCCN3CCN(c4cccc(Cl)c4)CC3)nc3ccccc3n12 | -0.1 | 1.1 | 5 | 14
O=C(CSc1ccc2nnc(-c3cccs3)n2n1)N1CCOCC1 | -0.1 | 0.4 | 7 | -3
COC(=O)CCC(=O)c1cc(C(C)(C)C)sc1C(C)(C)C | 0.0 | 0.1 | -5 | 6
O=C(Nc1ccc(-c2nc3c(ccc4ccccc43)[nH]2)cc1)C1CCCCC1 | 0.1 | -0.7 | -57 | 3
O=C1CN(C(=O)COC(=O)C2=COCCO2)c2ccccc2N1 | -0.2 | 1.5 | -6 | -2
CCOC(=O)c1cnc2ccccc2c1Nc1cccc2ccccc12 | -0.3 | -0.1 | -9 | 2
Cc1cc2[nH]c(=S)n(Cc3ccccc3Cl)c2cc1C | -0.1 | 1.8 | 50* | 0

A stretch from the list above:
SMILES | FBW7 act | GPR151 activ | TEAD-YAP inh | MITF primary
Cc1ccc(N2C3=C(C(=O)CC(C)(C)C3)C(c3ccc(Cl)c([N+](=O)[O-])c3)C3=C2CC(C)(C)CC3=O)cc1C | 0.0 | -2.1 | -3 | -13
COc1ccc(S(=O)(=O)N(Cc2cccnc2)Cc2cc3cccc(C)c3[nH]c2=O)cc1 | -0.1 | -0.9 | 6 | 3

The listing picks up, starting 3 compounds before the break.
SMILES | FBW7 act | GPR151 activ | TEAD-YAP inh | MITF primary
O=C1CN(C(=O)COC(=O)C2=COCCO2)c2ccccc2N1 | -0.2 | 1.5 | -6 | -2
CCOC(=O)c1cnc2ccccc2c1Nc1cccc2ccccc12 | -0.3 | -0.1 | -9 | 2
Cc1cc2[nH]c(=S)n(Cc3ccccc3Cl)c2cc1C | -0.1 | 1.8 | 50* | 0
CCOc1c(Br)cc(C2C(C(=O)N3CCOCC3)=C(C)NC3=C2C(=O)CCC3)cc1OC (stereo unspecified) | 0.1 | 6.2* | 4 | -1
CC(C)(C)c1ccc(C(=O)Nc2cc3cc(Br)ccc3oc2=O)cc1 | 0.2 | 0.3 | 4 | -9
COC(=O)CCCC1C2SCC(NC(=O)c3ccccc3)(C2=O)C2(O)C(NC(=O)c3ccccc3)CSC12 (stereo unspecified) | -0.1 | -1.5 | 8 | -1
CC(=O)Nc1ccc(C(=O)Nc2ccccc2C(=O)O)cc1 | 0.0 | -0.1 | 15 | -2
CCOC(=O)c1ccc(NC(=O)Nc2ccn(C)n2)cc1 | -0.2 | 0.5 | -21 | -1
O=C(NC(Cc1ccccc1)C(=O)NCc1ccco1)OCc1ccccc1 (stereo unspecified) | 0.0 | 0.7 | 6 | 1
COCCSc1nnc(NC(=O)c2cc(OC)c(OC)cc2[N+](=O)[O-])s1 | 0.4 | -2.5 | 0 | 12
Cc1ccccc1N(CCN1C(=O)c2cccc3c(Br)ccc(c23)C1=O)C(=O)c1ccc(C(=O)c2ccccc2)cc1 | -0.1 | 1.5 | -5 | 9
Fc1ccc2[nH]c3c(Cl)ncnc3c2c1 | 0.2 | -1.1 | -3 | 9
Cn1c(COc2ccc(Cl)cc2)nnc1SCC(=O)NC1CCCC1 | 0.2 | 1.9 | 7 | 2
COc1ccc(NC(=O)c2ccc3c(=O)n(-c4cc(OC)ccc4OC)c(=S)[nH]c3c2)c(OC)c1 | 0.0 | -0.3 | -3 | -4
CC(C)OC(=O)c1ccc(-n2cccn2)cc1 | 0.7 | 0.2 | -30 | -6
COc1ccc2c(c1)-c1nc(/N=C/c3ccc(O)cc3)sc1CC2 | 0.5 | -1.1 | -6 | 12
COc1cc(C(c2c(C)n(C)n(-c3ccccc3)c2=O)c2c(C)n(C)n(-c3ccccc3)c2=O)ccc1O | 0.1 | -0.4 | 4 | -1
CCOC(=O)c1sc(-c2ccccc2)cc1NC(=O)c1ccc(S(=O)(=O)N2CC(C)CC(C)C2)cc1 (stereo unspecified) | 0.0 | -1.0 | 3 | -3

Ordered by count of non-hydrogen atoms (lowest first): three of the compounds above
SMILES | FBW7 act | GPR151 activ | TEAD-YAP inh | MITF primary
CC(C)OC(=O)c1ccc(-n2cccn2)cc1 | 0.7 | 0.2 | -30 | -6
CC(C)(C)c1ccc(C(=O)Nc2cc3cc(Br)ccc3oc2=O)cc1 | 0.2 | 0.3 | 4 | -9
COc1cc(C(c2c(C)n(C)n(-c3ccccc3)c2=O)c2c(C)n(C)n(-c3ccccc3)c2=O)ccc1O | 0.1 | -0.4 | 4 | -1

Part of the list above, tab-delimited:
mol	FBW7 act	GPR151 activ	TEAD-YAP inh	MITF primary
COCCSc1nnc(NC(=O)c2cc(OC)c(OC)cc2[N+](=O)[O-])s1	0.4	-2.5	0	12
Cc1ccccc1N(CCN1C(=O)c2cccc3c(Br)ccc(c23)C1=O)C(=O)c1ccc(C(=O)c2ccccc2)cc1	-0.1	1.5	-5	9
Fc1ccc2[nH]c3c(Cl)ncnc3c2c1	0.2	-1.1	-3	9

(list continues)
SMILES | FBW7 act | GPR151 activ | TEAD-YAP inh | MITF primary
COc1c(C)cccc1C(=O)Nc1ccc(C)c([N+](=O)[O-])c1 | -0.2 | -0.9 | -1 | -9
CCN1CCN(C(c2ccc(OC)cc2)c2nnnn2Cc2ccc3c(c2)OCO3)CC1 (stereo unspecified) | -0.1 | 1.1 | -4 | -2
CCN(CCNC(=O)CN1N=C(c2ccccc2)CCC1=O)c1ccccc1 | 0.4 | -1.2 | 2 | -3
COc1ccccc1NS(=O)(=O)c1ccc(C)cc1[N+](=O)[O-] | -0.1 | 2.6 | 7 | 3
O=C(NCCCN1CCCC1)c1ccccc1Br | 0.0 | 1.0 | 8 | 9
CCC(=O)N(CCCNC(=O)C(F)(F)F)c1ccc([N+](=O)[O-])cc1 | 0.0 | -1.6 | 11 | 12
COc1ccc(/C(O)=C2/C(=O)C(=O)N(CCCN3CCOCC3)C2c2ccc(C(C)C)cc2)cc1 (stereo unspecified) | 0.0 | 1.4 | -5 | -2
CCOc1ccc(NC(=O)CN2C(=O)CSC(C)C2=O)cc1 (stereo unspecified) | 0.2 | 0.3 | 13 | 12
CCN(CCn1cccn1)C(=O)CCc1nnc(C2CCCCC2)o1 | 0.0 | -0.4 | -11 | 7
C(=N\n1cnnc1)/c1c(-c2ccccc2)[nH]c2ccccc12 | 0.2 | -0.6 | 30 | 6
Cc1ccccc1Cn1cnc2ccccc2c1=O | 0.1 | -2.0 | 2 | -3
